# High-throughput results deposited in PubChem BioAssay by several laboratories.
# TAAR1 antagonist – human TAAR1 antagonism. inhibition, % at 3 µM. Q96RJ0. 1.5% of 360,000 active. CHO RD-HGA16 TAAR1, Fluo-8 calcium fluorescence, antagonist;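 active means inhibition above a per-plate cutoff, the mean inhibition of test compounds on that plate plus 3 SD, cut at about 49% in these data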;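 further: 0% = DMSO plus EC80 beta-PEA response and 100% = DMSO alone without agonist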
# Target sequence (Q96RJ0 whole entry, looked up): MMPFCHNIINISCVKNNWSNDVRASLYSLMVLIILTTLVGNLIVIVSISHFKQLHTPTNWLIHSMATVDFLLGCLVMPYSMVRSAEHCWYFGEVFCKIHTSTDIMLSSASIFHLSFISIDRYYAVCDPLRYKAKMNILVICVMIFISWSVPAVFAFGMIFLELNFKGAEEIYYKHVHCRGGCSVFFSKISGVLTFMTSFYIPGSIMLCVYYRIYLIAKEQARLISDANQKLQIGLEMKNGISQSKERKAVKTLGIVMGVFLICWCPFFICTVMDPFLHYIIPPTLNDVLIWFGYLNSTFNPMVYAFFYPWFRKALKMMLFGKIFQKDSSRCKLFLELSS
#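 Assay system: CHO-derived RD-HGA16 cells stably expressing human TAAR1 plus Gα16. Timing: 140 s kinetic read after compound, 140 s after agonist. Technique: kinetic Fluo-8 calcium fluorescence measurement. Measure: % inhibition of agonist calcium response.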
# CHRM5 PAM – positive allosteric modulators of human muscarinic M5 receptor; AID 624038; activation, % at 3 µM; 0.3% of 360,000 active; CHO-K1 hM5, Fluo-8 calcium, ACh EC20 PAM; 0% = ACh EC20, 100% = ACh EC100;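 active means activation above the run cutoff, the mean activation of all test compounds plus 3 SD, cut at about 18% in these data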
# Target sequence (P08912 whole entry, looked up): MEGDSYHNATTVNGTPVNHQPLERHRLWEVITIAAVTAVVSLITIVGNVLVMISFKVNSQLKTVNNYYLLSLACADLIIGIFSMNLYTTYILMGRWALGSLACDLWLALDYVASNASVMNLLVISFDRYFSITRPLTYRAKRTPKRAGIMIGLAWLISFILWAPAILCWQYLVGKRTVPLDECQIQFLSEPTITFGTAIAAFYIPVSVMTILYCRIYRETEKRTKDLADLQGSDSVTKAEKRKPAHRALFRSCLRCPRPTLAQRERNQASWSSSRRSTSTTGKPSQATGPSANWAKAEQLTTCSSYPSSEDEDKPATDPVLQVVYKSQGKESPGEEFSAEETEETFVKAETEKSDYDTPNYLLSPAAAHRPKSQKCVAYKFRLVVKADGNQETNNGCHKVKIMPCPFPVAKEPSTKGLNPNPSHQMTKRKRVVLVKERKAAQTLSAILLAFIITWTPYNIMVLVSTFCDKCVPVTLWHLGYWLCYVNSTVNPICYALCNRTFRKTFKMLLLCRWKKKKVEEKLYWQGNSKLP
#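 Replicates: One well per compound, no replicates | System: Human M5 receptor in CHO-K1 cells | Benchmarks: Low control EC20 acetylcholine (0%), high control EC100 acetylcholine (100%) | Probe or stimulus: Acetylcholine, EC20 level | Times: Fluo-8 loading 80 min at 37 °C plus 30 min room temperature | Signal: Intracellular calcium via Fluo-8 fluorescence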
# CHRM4 PAM – CHRM4 positive allosteric modulation; P08173; CHO-K1 hM4/Gqi5, Fluo-8 calcium fluorescence, ACh EC20; 0% = ACh EC20, 100% = maximal ACh; activation, % at 3 µM; 0.4% of 360,000 active;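 active means activation above its plate's cutoff, the mean activation of sample wells plus 3 SD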; further: some results filed as inactive read as strong as hits
# CRFBP-R2 agonist – agonists of human CRF-binding protein/CRF-R2 receptor complex. HEK293 CRF-R2/CRF-BP, calcium dye fluorescence (FLIPR); percent of saturating CRF peptide response. activation, % at 13.2 µM. 0.46% of 350,000 active;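 active means activation of at least 50%, plus an integration ratio under a set limit after plate pattern correction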;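 further: plate controls were neutral control wells without compound for no effect and CRF at EC100 for full effect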
# CHO-K1 Ca PAM – M1 PAM counterscreen hit in parental CHO-K1 cells. ATP EC20, Fluo-8 calcium fluorescence; 0% at ATP EC20, 100% at ATP max. activation, % at 3 µM. 0.02% of 360,000 active. AID 602247;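 active means activation above the run cutoff, the mean activation of all test compounds plus 3 SD, cut at about 40% in these data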;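 further: peak over basal fluorescence ratio in a 140 s read after ATP addition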
# TAAR1 agonist – agonists of human TAAR1; Q96RJ0; activation, % at 3 µM; AID 624467; 0.99% of 360,000 active; CHO RD-HGA16 TAAR1, Fluo-8 calcium fluorescence; vehicle wells 0%, saturating PEA agonist 100%;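 active means activation above the mean activation of all test compounds in the run plus 3 SD, cut at about 38% in these data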
#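 test system = CHO RD-HGA16 cells carrying human TAAR1 plus Gα16 | schedule = 17-24 h seeding, 75 min 37 °C dye, 30 min RT | compound dosing = 3 µM single concentration | control set = DMSO and PEA EC100 | replicates = n 1 | signal = Fluo-8 fluorescence, 5 s baseline then 140 s kinetic read | measure = percent activation vs PEA EC100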
# CHRM5 antagonist – CHRM5 antagonism in calcium assay. P08912. AID 624040. inhibition, % at 3 µM. 0.59% of 360,000 active. CHO-hM5 cells, Fluo-8 calcium fluorescence, ACh EC80;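 active means inhibition above a per-plate cutoff, the mean of that plate's test compounds plus 3 SD, cut at about 27% in these data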;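 further: 0% = acetylcholine EC80 with DMSO and 100% = DMSO without agonist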
# M5 ag – CHRM5 agonism in calcium assay. P08912. AID 624037. 0.19% of 360,000 active. activation, % at 3 µM. CHO-K1 hM5 cells, Fluo-8 calcium fluorescence; 0% DMSO wells, 100% maximal acetylcholine response;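 active means activation above the run's mean over test compounds plus 3 SD, cut at about 23% in these data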;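 further: signal is peak over basal fluorescence ratio across the kinetic read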
# CRFBP-R2 block – CRF-BP/CRF-R2 complex antagonism; HEK293 CRF-R2/CRF-BP, CRF-induced calcium fluorescence; inhibition, % at 11.8 µM; 0.59% of 350,000 active;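 active means inhibition of the ligand-induced calcium signal above about 50% at the single tested concentration, limit read from the data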
# * = called active by the depositor; . = not tested or not shown.
SMILES,TAAR1 antagonist,CHRM5 PAM,CHRM4 PAM,CRFBP-R2 agonist,CHO-K1 Ca PAM,TAAR1 agonist,CHRM5 antagonist,M5 ag,CRFBP-R2 block
CCN(CC)S(=O)(=O)c1ccc(N2CCCC2)c(NC(=O)C2CCCCC2)c1,-14.6,-3.0,-7.9,-1.3,11.1,-1.5,3.2,-2.1,-0.1
O=C(CSc1nc(-c2ccco2)cc(C(F)(F)F)n1)NCCCn1ccnc1,-6.0,4.6,12.4,-1.7,6.3,0.4,-9.7,-1.1,0.5
CCc1ccc(-c2nc(CS(=O)CC(=O)NCCCN3CCC(C)CC3)c(C)o2)cc1 (stereo not drawn),-16.2,-0.8,4.0,-0.9,1.5,0.9,3.9,-5.5,12.7
Cc1ccccc1Oc1ncccc1C(=O)/C(C#N)=C/N(C)C,4.2,-0.8,8.0,6.0,4.5,5.6,-3.8,0.6,-15.1
COc1ccc(O)c(C2NC(CC(C)C)(C(=O)O)C3C(=O)N(Cc4ccccc4)C(=O)C23)c1 (stereo not drawn),8.5,2.9,5.2,0.0,-4.0,1.9,-10.0,3.6,1.7
CCCCOC(=O)c1nc[nH]c1C(=O)OCCCC,15.6,-5.9,0.5,-1.1,8.4,4.5,11.6,-3.2,25.3
COc1ccccc1N1CCN(C2CCN(S(=O)(=O)c3ccc4ccccc4c3)CC2)CC1,6.5,-5.6,0.1,-0.6,-2.3,-2.4,-4.7,-7.8,-1.8
O=C(CN1C(=O)NC2(CCCc3ccccc32)C1=O)NCC(F)(F)F (stereo not drawn),0.6,0.5,-3.2,0.3,-2.8,0.4,-1.1,-1.9,2.9
C=CCNc1nc2c(c(=O)n(C)c(=O)n2C)n1CC(=C)C,12.2,-3.0,8.4,3.6,2.8,0.3,-2.5,1.9,-4.3
CCSC1=C(C#N)C(c2cccc(O)c2)CC(=O)N1 (stereo not drawn),6.6,-1.0,0.3,-2.6,16.5,0.7,0.5,1.7,11.3
CCOCCn1c(=O)c2c(nc3n2CCCN3Cc2ccccc2)n(C)c1=O,4.6,3.4,-1.6,1.3,10.7,2.5,-2.3,-3.0,-3.5
O=[N+]([O-])c1ccccc1S(=O)(=O)N1CCN(CC2CC3C=CC2C3)CC1 (stereo not drawn),16.9,-0.7,0.3,-1.3,7.4,4.3,-18.9,-1.7,-38.0
N/C(CN1CCCC1=O)=N\O,6.0,3.7,1.8,-1.8,-3.8,8.7,-2.6,0.0,-1.2
CC(C(c1cccs1)c1c(N)n(C)c(=O)n(C)c1=O)[N+](=O)[O-] (stereo not drawn),-3.8,4.1,2.0,0.8,7.0,3.6,-1.8,2.1,-16.1
CCNC(=O)/C=C/c1ccccc1[N+](=O)[O-],-12.6,-8.0,0.1,-0.5,19.9,4.3,-0.2,0.0,-2.1
CC(=O)NCCC(=O)Nc1cc(S(=O)(=O)Nc2ccc(Cl)cc2)ccc1N1CCCC1,-3.3,-4.0,0.3,1.1,7.7,0.8,8.6,-1.3,-2.5
Cc1ccc(NC(=O)c2cccc(N3C(=O)C4C5CCC(C5)C4C3=O)c2)c(C)c1 (stereo not drawn),14.5,0.1,5.1,0.1,19.6,8.3,-6.9,2.1,0.2
Cc1c(CCO)c(=O)n(C)n1C(=O)c1ccc(Cl)cc1,0.1,1.9,0.1,0.1,17.9,8.8,0.0,-2.8,-3.2
CC(=O)Nc1ccc(-c2nnn(CC(=O)c3ccccc3)n2)cc1Cl,-15.2,-12.8,-2.6,-2.5,0.3,9.8,-7.1,-4.4,2.9
Cc1cc(C)c(NC(=O)COC(=O)c2cccc3c2C(=O)c2ccccc2C3=O)c(C)c1,9.5,-6.0,-4.9,-1.1,22.2,0.9,0.3,0.3,27.0

# Quoted from the listing:
# In TAAR1 antagonist, CCOCCn1c(=O)c2c(nc3n2CCCN3Cc2ccccc2)n(C)c1=O is entered as 4.6
# In M5 ag, CCCCOC(=O)c1nc[nH]c1C(=O)OCCCC is entered as -3.2

# The list goes on.
SMILES,TAAR1 antagonist,CHRM5 PAM,CHRM4 PAM,CRFBP-R2 agonist,CHO-K1 Ca PAM,TAAR1 agonist,CHRM5 antagonist,M5 ag,CRFBP-R2 block
N#Cc1c(-c2ccccc2)cc(-c2ccccc2)nc1SCCC(=O)O,11.9,0.7,4.0,-0.7,-1.3,1.2,0.5,-0.8,-2.6
CCNC(=O)C1CC(=O)N(c2ccc(Br)cc2)C1 (stereo not drawn),-4.2,3.7,0.7,1.0,13.1,7.2,-2.6,-4.2,11.9
CCOC(=O)N1CCN(Cc2nc(N)nc(Nc3ccc(OCC)cc3)n2)CC1,-1.7,-5.7,6.6,-1.5,23.1,3.8,7.4,2.8,-13.1
Cc1cccc(C)c1NC(=O)C1C(c2ccccc2)=Nc2ccccc2N1C(=O)c1cnccn1 (stereo not drawn),-13.5,0.3,3.8,.,.,5.6,1.3,-2.0,.
Cc1cccc(OCC(=O)Nc2ccc(N3CCN(C(=O)c4ccccc4)CC3)cc2)c1C,-20.0,1.5,-9.2,-0.7,-3.0,1.0,-7.9,5.3,-9.0
COc1ccc(C(O)C(O)(C(=O)OC(C)C)c2ccc(C)cc2)cc1 (stereo not drawn),-4.7,2.9,11.6,.,.,-0.8,-3.0,-0.4,.
CC1=NN(C(=O)c2ccc(Cn3nc(C)cc3C)o2)C(O)(C(F)(F)F)C1 (stereo not drawn),-5.0,-1.1,7.7,1.2,3.7,13.7,-9.0,-0.5,3.6
O=C(Nc1ccccc1Br)c1ccccc1-c1ccccc1,13.4,-7.1,-2.4,0.3,-13.7,9.4,0.9,-4.0,12.5
CN(C[C@H](Cc1ccccc1)N(C[C@H](c1ccccc1)N(CCc1ccccc1)N=O)N=O)N=O,18.5,-7.5,-1.0,-1.2,11.1,34.6,13.0,0.8,2.1
C=CCn1c(N)cc(=O)nc1SC(C)C(=O)Nc1cccc2ccccc12 (stereo not drawn),-9.0,4.1,4.9,0.5,7.8,9.7,-4.8,-1.9,15.2
CCOC(=O)N1CCN(c2ccc(C(C)=O)cc2F)CC1C (stereo not drawn),-17.1,-7.6,-6.6,-0.3,-2.5,6.4,9.0,-0.4,-4.7
COc1ccc(OC)c(NC(=O)C2CC(=O)N(CCc3ccc(F)cc3)C2)c1 (stereo not drawn),.,0.6,3.2,0.4,12.4,.,8.2,2.3,-2.8
O=C(NCCCN1CCCCCC1)c1ccc(CS(=O)(=O)Cc2ccccc2F)o1,-5.8,-1.6,-11.1,0.3,-4.7,8.5,0.9,-4.2,-0.6
C(=N\Nc1nc(N2CCOCC2)nc(N2CCOCC2)n1)/c1ccncc1,10.6,-0.3,3.1,-1.0,19.5,5.9,-1.7,-0.4,20.1
COC(=O)CCC(=O)c1oc2ccc(Cl)cc2c1NC(=O)CCCN1C(=O)c2ccccc2C1=O,31.1,6.5,5.7,0.4,10.5,4.8,-13.9,-2.7,-13.1
Cc1nn(CC(=O)NNC(=O)c2ccc(Br)cc2)c(C)c1[N+](=O)[O-],-22.6,6.7,4.1,1.5,7.9,3.3,6.8,1.4,-3.5
CSCCC(NC(=O)CCNC(=O)c1ccccc1Cl)c1nc2ccccc2[nH]1 (stereo not drawn),-0.6,1.6,5.2,-0.1,18.3,4.8,-3.0,0.2,5.0
COc1ccc(CCNC(=O)CN(c2ccc(C)cc2)S(=O)(=O)c2c(C)noc2C)cc1OC,4.6,-7.3,-4.3,-1.4,7.7,3.4,-3.9,-9.3,-2.8
COc1ccc(N(C(=O)COc2ccccc2)C2C=CS(=O)(=O)C2)cc1 (stereo not drawn),0.9,-1.6,9.5,-0.2,15.1,1.6,4.5,-0.6,-0.6
OC(c1ccccc1)c1ncc(-c2cccc(F)c2)[nH]1 (stereo not drawn),14.1,-3.3,3.0,.,-3.8,2.6,2.5,4.7,.
COc1cc(SC)ccc1C(=O)Nc1ccccn1,4.0,2.7,-7.3,-0.8,16.7,0.5,1.9,0.8,11.8
O=[N+]([O-])c1cccnc1NCCNc1ncc(C(F)(F)F)cc1Cl,-20.0,-1.5,-8.3,1.8,-3.7,0.1,-4.9,-6.8,12.7
Cc1ccc(N(CC(=O)NCC2CCCO2)C(=O)CCC(=O)Nc2ccccn2)cc1C (stereo not drawn),-10.6,-9.5,-2.2,0.2,9.2,0.5,-0.8,-6.0,4.9
CC(=O)N(CCCNC(=O)c1ccccc1)C(=O)c1ccccc1,-4.8,9.9,4.6,-2.7,1.2,7.8,2.5,2.4,-0.4
Cc1ccc(C2(C)NC(=O)N(CC(=O)Nc3cc(S(=O)(=O)N4CCCCC4)ccc3OC(C)C)C2=O)cc1 (stereo not drawn),-37.0,4.9,-2.0,2.2,20.7,3.0,-2.1,-0.5,8.7
Nc1nc(Br)c2c(F)cccc2c1-c1ccccc1,-11.3,4.2,6.5,-3.1,28.7,-0.1,-8.7,2.0,33.0
O=S1(=O)CCOC[C@H](CC2CCCCC2)N1Cc1ccc(F)cc1,-4.5,3.5,9.1,-1.2,0.0,11.6,-2.1,5.8,-6.0
c1ccc(N(c2ccccc2)c2nc(N3CCCC3)nc(-n3ccnc3)n2)cc1,39.6,-0.2,4.1,-0.5,12.6,12.8,-2.9,-0.7,-37.9
CN(C)c1nc(N2CCN(c3ccc(F)cc3)CC2)c(C#N)c(=O)o1,8.0,0.1,11.6,-4.5,3.8,-0.8,-6.2,2.0,8.2
CCOc1ccc(NC(=O)CSc2nnnn2-c2ccc(C(N)=O)cc2)cc1,-6.3,-1.9,3.8,-1.7,12.0,9.0,-1.9,-4.1,7.7
Cc1onc(-c2c(F)cccc2Cl)c1C(O)c1ccc(F)cc1 (stereo not drawn),-8.1,-3.2,4.7,0.9,17.4,-0.8,13.8,-12.3,-2.4

# By substructure: those above containing a Cl atom.
SMILES,TAAR1 antagonist,CHRM5 PAM,CHRM4 PAM,CRFBP-R2 agonist,CHO-K1 Ca PAM,TAAR1 agonist,CHRM5 antagonist,M5 ag,CRFBP-R2 block
CC(=O)NCCC(=O)Nc1cc(S(=O)(=O)Nc2ccc(Cl)cc2)ccc1N1CCCC1,-3.3,-4.0,0.3,1.1,7.7,0.8,8.6,-1.3,-2.5
Cc1c(CCO)c(=O)n(C)n1C(=O)c1ccc(Cl)cc1,0.1,1.9,0.1,0.1,17.9,8.8,0.0,-2.8,-3.2
CC(=O)Nc1ccc(-c2nnn(CC(=O)c3ccccc3)n2)cc1Cl,-15.2,-12.8,-2.6,-2.5,0.3,9.8,-7.1,-4.4,2.9
COC(=O)CCC(=O)c1oc2ccc(Cl)cc2c1NC(=O)CCCN1C(=O)c2ccccc2C1=O,31.1,6.5,5.7,0.4,10.5,4.8,-13.9,-2.7,-13.1
CSCCC(NC(=O)CCNC(=O)c1ccccc1Cl)c1nc2ccccc2[nH]1 (stereo not drawn),-0.6,1.6,5.2,-0.1,18.3,4.8,-3.0,0.2,5.0
O=[N+]([O-])c1cccnc1NCCNc1ncc(C(F)(F)F)cc1Cl,-20.0,-1.5,-8.3,1.8,-3.7,0.1,-4.9,-6.8,12.7
Cc1onc(-c2c(F)cccc2Cl)c1C(O)c1ccc(F)cc1 (stereo not drawn),-8.1,-3.2,4.7,0.9,17.4,-0.8,13.8,-12.3,-2.4
